From PubChem BioAssay
TSG101-PTAP inh – blocks PTAP/TSG101 interaction to inhibit HIV-1 budding | Q99816 | Fluorescence polarization, FITC-PTAP peptide / Tsg101 binding | Potency, µM (titrated, usually from 115 µM), for inactives: at the highest dose activity change, negative = inhibition, actives largely listed as inhibitors | 340,000 tested, under 10 active | AID 493005; active = well fitted inhibition curve with a large enough effect in the main read-out, with a control signal flat, not every such curve was filed as active; inconclusive = small, poorly fitted or top-dose-only effect, or effect the other way, or a change in a side signal; inactive = no such curve, though single readings can be large or run the other way; note: potency is the fitted concentration of half-maximal effect; % of control where 0% means no effect
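Compounds were pin-transferred onto Tsg101 binding domain (10 uM final) in HEPES pH 7.5 buffer, then FITC-PTAP peptide was added at 50 nM final. After 20 min at RT, polarization reported peptide displacement across a qHTS concentration series.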
uPA surface inh – blocks generation of uPA at the cell surface | cell surface uPA generation assay, qHTS | Potency, µM (titrated, usually from 38.3 µM), for inactives: at the highest dose activity change, negative = inhibition, actives largely listed as inhibitors | 330,000 compounds, 0.31% hits | AID 540303; active = well fitted inhibition curve with a large enough effect; inconclusive = small, poorly fitted or top-dose-only effect; inactive = no such curve, though single readings can be large or run the other way; tested in mouse RAW 264.7 cells; note: potency is the fitted concentration of half-maximal effect; % is set by controls: 0 for no effect and ±100 for the full control effect; nearly all actives have a fitted effect of over 55% in size
TCR activator – T cell receptor activation; AID 504894; primary human leukocytes, anti-CD3, IL-2 HTRF, 48 h; 330,000 tested, under 10 active; Potency, µM (top dose mostly 9.22 µM), for the others: at the top dose activation of IL-2 secretion, actives largely listed as activators; note: % of control where 0% means no effect
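HTRF read-out of IL-2 secretion: europium cryptate donor excited at 320nm, d2 acceptor emission at 665nm. Cells were primary human leukocytes incubated 48 hr with compounds and a-CD3 beads, supplying TCR signal only.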
USP2a block – blocks human ubiquitin-specific protease USP2a; O75604; USP2 core, Ub-CHOP2 coupled fluorogenic reporter, 485/531; Potency, µM (doses to about 38.3 µM), inactives show top-dose activity change, negative = inhibition, actives largely listed as inhibitors; 330,000 compounds, 0.01% hits;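 note: potency is the fitted concentration of half-maximal effect; plate controls were DMSO wells for no effect and full inhibition by NEM control for full effect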
Target sequence (O75604 whole entry, looked up): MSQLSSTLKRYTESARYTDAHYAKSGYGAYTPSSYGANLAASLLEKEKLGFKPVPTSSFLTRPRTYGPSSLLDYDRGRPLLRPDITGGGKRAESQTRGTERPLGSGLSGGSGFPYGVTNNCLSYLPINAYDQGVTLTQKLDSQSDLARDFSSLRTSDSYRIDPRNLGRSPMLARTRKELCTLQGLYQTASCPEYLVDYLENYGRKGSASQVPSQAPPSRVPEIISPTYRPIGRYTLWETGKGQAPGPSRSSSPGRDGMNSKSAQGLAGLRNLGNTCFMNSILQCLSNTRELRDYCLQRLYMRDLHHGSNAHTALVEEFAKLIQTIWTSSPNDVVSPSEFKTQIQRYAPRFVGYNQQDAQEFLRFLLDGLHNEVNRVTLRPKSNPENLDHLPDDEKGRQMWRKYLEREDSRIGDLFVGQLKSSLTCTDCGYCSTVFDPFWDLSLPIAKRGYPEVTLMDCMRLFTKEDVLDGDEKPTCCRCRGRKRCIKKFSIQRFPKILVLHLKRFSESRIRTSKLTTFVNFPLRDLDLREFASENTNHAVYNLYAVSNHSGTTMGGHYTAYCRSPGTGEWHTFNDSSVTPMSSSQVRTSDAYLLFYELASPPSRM
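Cell-free coupled assay: 10nM USP2 core preincubated 30min RT with compound in Tris-HCl pH 8.0/CaCl2/CHAPS buffer, then 25nM Ub-CHOP2 and 25nM reporter substrate; fluorescence (Ex 485/Em 531) read after 60min RT, normalized to NEM inhibition, concentration-response curves fitted.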
Eya2 phos inh – blocks the phosphatase activity of human Eya2. O00167. Potency, µM (doses to about 76.9 µM), for inactives: at the top dose activity, negative = inhibition, usual class: inhibitors. recombinant Eya2, OMFP fluorescence dephosphorylation (OMFP is methylfluorescein phosphate). AID 488837. 330,000 compounds, 0.006% hits; note: potency is the fitted concentration of half-maximal effect; % is set by controls: 0 for no effect and ±100 for the full control effect
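Eya2 protein (added as 0.2 uM solution) was preincubated with compound for 10 min at ambient temperature in 50 mM HEPES pH 7.5, 50 mM NaCl, 5 uM MgCl2, 0.05% BSA, 1 mM DTT. OMFP (added at 50 uM) then reacted 10 min; fluorescence read at 485/525 nm.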
BCR signal inh – blocks chronic active B-cell receptor signaling | Potency, µM (series often up to 46.1 µM), without a hit: at the top dose ratio change, negative = lower green/red ratio, usual class: inhibitors | ABC-DLBCL IkBa-CBG/CBR reporter, luminescence ratio, 4 h | 340,000 compounds, 0.05% hits | AID 493014; active = well fitted inhibition curve with a large enough effect in the signal ratio, with a control signal flat, not every such curve was filed as active; inconclusive = small, poorly fitted or top-dose-only effect, or effect the other way, or a change in a side signal; the % refers to the signal ratio;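 note: potency is the fitted concentration of half-maximal effect; plate controls were basal doxycycline-induced cells for no effect and cells given 10 µM MG132 for full effect; MG132 reads +100%, hits lower the ratio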
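Concentration-response series (up to 46 uM) were applied to TMD8 dual-reporter cells for 4 h at 37C with doxycycline. Green/red ratio, after filter-overlap correction, defined %Activity; red signal alone was normalised to basal cells and zero luminescence.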
TSHR antagonist – blocks TSH signaling through the human TSH receptor | activity change, negative = inhibition, % at 11.5 µM | 330,000 compounds, 0.2% hits | P16473 | TSHR-expressing cells, TSH-stimulated cAMP HTRF, 2 h; stronger effect = lower value;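 active = activity change below a set negative limit, meaning inhibition stronger than a set level, cut at about -70% in these data; inconclusive = activity change between two set negative limits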; note: % is set by controls: 0 for no effect and ±100 for the full control effect
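Freshly harvested TSHR cells receive pin-tooled compound, then EC80 TSH at 4nM final. After 2 hours at 37 deg C, antibody in lysis buffer and cAMP-d2 are added; 30 minutes at ambient temperature precede the HTRF read.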
Tb PFK inh – inhibitors of T. brucei phosphofructokinase | T. brucei PFK, ADP-Glo luminescence | 330,000 compounds, 0.17% hits | O15648 | Potency, µM (top dose mostly 57.5 µM), inactives show top-dose activity, negative = inhibition, usual class: inhibitors | AID 485367;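 note: potency is the fitted concentration of half-maximal effect; 0% = uninhibited 1x PFK enzyme wells and -100% = no-enzyme wells; nearly all actives have a fitted effect of over 60% in size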
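Luminescent ADP detection (ADP-Glo, two-step: ATP depletion then ADP-to-ATP conversion for luciferase) reported PFK activity after 45 min room-temperature reaction of 1.25 nM enzyme with 0.5 mM F6P and 0.1 mM ATP at pH 8.0.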
Mito fusion yeast – inhibitors of mitochondrial division or activators of mitochondrial fusion; S. cerevisiae fusion-defective mutant growth rescue, CellTiterGlo 48 h; Potency, µM (highest dose often 46.1 µM), inactives show top-dose growth rescue (activation), hits mostly activators; 320,000 compounds, 0.23% hits;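 note: potency is the fitted concentration of half-maximal effect; % of control where 0% means no effect; nearly all actives have a fitted effect of over 45% in size; temperature-sensitive fusion mutants such as fzo1-1 at 37 °C on non-fermentable ethanol glycerol medium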
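Temperature-sensitive fusion-defective S. cerevisiae (e.g. fzo1-1, mgm1-5) were grown with compound in YPEG medium (3% ethanol, 3% glycerol) for 48 hours at 37C. Growth rescue was measured as viability by CellTiterGlo luminescence after 10 minutes at ambient.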
ELG1 repair inh – inhibitors of ELG1-dependent DNA repair in HEK293T cells | HEK293T ELG1-luciferase reporter, luminescence, 16 h; DNA damage induced by 5-fluorouridine | Potency, µM (series often up to 46.1 µM), for inactives: at the top dose activity change, negative = inhibition, most hits filed as inhibitors | 330,000 compounds, 2.3% hits | AID 504467; note: potency is the fitted concentration of half-maximal effect; % is set by controls: 0 for no effect and ±100 for the full control effect; nearly all actives have a fitted effect of over 55% in size
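5-Fluorouridine DNA damage + compound/DMSO, 2,000 cells/well, 16 h, 37 °C/5% CO2. ONE-Glo, 30 min RT, luminescence. Readout = decrease in reporter signal.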
B2AR arrestin – beta2AR (human) beta-arrestin recruitment activity; Potency, µM (titrated, usually from 46.1 µM), for inactives: top-dose activation, hits mostly activators; 330,000 compounds, 0.02% hits; P07550; beta-arrestin recruitment to beta2AR, cell-based reporter;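 note: potency is the fitted concentration of half-maximal effect; 0% = DMSO controls and full agonism = EC100 isoproterenol or metaproterenol; nearly all actives have a fitted effect of over 65% in size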
Target sequence (P07550 whole entry, looked up): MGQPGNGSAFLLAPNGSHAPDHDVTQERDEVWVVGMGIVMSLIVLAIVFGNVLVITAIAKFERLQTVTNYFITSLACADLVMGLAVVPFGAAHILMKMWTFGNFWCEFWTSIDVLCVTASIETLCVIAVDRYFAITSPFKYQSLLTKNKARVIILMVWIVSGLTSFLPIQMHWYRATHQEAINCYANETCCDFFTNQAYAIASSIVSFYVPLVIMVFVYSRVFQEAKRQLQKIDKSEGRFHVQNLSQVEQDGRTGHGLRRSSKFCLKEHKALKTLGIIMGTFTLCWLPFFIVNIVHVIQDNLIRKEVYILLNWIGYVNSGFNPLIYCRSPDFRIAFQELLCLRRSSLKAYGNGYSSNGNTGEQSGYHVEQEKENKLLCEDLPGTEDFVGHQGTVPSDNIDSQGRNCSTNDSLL
* = called active by the depositor; u = inconclusive; x = no result given; [ ] = another dose, or the depositor's remark. Unless noted, calls come from the whole dose curve; as a rule, active = well fitted curve in the direction sought with a large enough effect; inconclusive = small, poorly fitted or top-dose-only effect, or another doubt; inactive = no such curve, though single readings can be large; an effect the other way counts as inactive or inconclusive.

SMILES	TSG101-PTAP inh	uPA surface inh	TCR activator	USP2a block	Eya2 phos inh	BCR signal inh	TSHR antagonist	Tb PFK inh	Mito fusion yeast	ELG1 repair inh	B2AR arrestin
COC(=O)c1cc(Oc2ccc(S(=O)(=O)N3CCOCC3)cc2[N+](=O)[O-])cc(C(=O)OC)c1	-1%	-13%	2%	2%	15%	4%	9	-3%	6%	0%	-1.7%
O=C(CSc1ncccc1C(=O)O)c1ccccc1	0%	10%	1%	-1%	-5%	3%	-3	4%	-7%	u	0.1%
C=CCCC(=O)Nc1ccc(COC(=O)N2CCOCC2)cc1	-2%	9%	-3%	2%	-12%	u	4	-1%	-3%	0%	0.2%
Cc1nonc1NC(=O)c1oc2ccccc2c1C	-3%	-4%	1%	-6%	-6%	-23%	8	-4%	-5%	u	-0.9%
Cc1cc2ncn(-c3ncnc4scc(-c5ccccc5)c34)c2cc1C	-3%	6%	0%	0%	-6%	-1%	-4	-1%	5%	-23%	-1.4%
CCN(CC)CCCNC(=S)N(CCCO)Cc1cc2cc3c(cc2[nH]c1=O)OCO3	-9%	-15%	-3%	0%	10%	4%	-2	-2%	3%	20%	-0.9%
CC(/C=N/NC(=O)CSc1nnc(SCc2ccccc2)s1)=C\c1ccco1	1%	-5%	1%[46.1 µM]	-10%	0%	0%	-24	11%	u	3%	-0.4%
C=CCn1c(Cc2cccs2)nnc1SCC(=O)Nc1ccc(C(=O)OCC)cc1	2%	-3%	-5%	-8%	-31%	u	-1	1%	-8%	u	-0.2%
O=C(NCc1ccccc1Cl)C1CCCN1C(=O)Nc1ccccc1 (configuration not stated)	0%	-6%	7%	1%	-4%	-15%	32	1%	-1%	0%	-0.7%
Cc1cccc(C(=O)OCC(=O)N2CCCCCC2)c1O	-6%	3%	-5%	3%	-21%	-3%	27	1%	6%	u	0.0%
CC1CCN(CC(=O)Nc2ccccc2C#N)CC1	2%	-2%	7%	-2%	-6%	8%	-8	-9%	0%	0%	0.5%
COc1ccc(NS(=O)(=O)c2ccc(NC(=S)NC(=O)c3ccc(F)cc3)cc2)nn1	-4%	0%	-3%	4%	4%	0%	-4	11%	2%	16%	0.5%
COc1ccc(CNC(=O)c2cnc3cc(C)ccn3c2=O)cc1	-2%	-2%	1%	1%	13%	-6%	0	4%	-10%	u	0.0%
COc1ccc2c(c1)c(CC(=O)Nc1cccc(S(N)(=O)=O)c1)c(C)n2C(=O)c1ccc(Cl)cc1	-4%	2%	4%	0%	-7%	u	-3	0%	4%	18µM*	0.7%
CCC(C)Sc1ccc([C@H]2N[C@@](Cc3ccccc3)(C(=O)OC)[C@H]3C(=O)N(CC)C(=O)[C@@H]23)cc1OC (some centres not stated)	-4%	9%	9%	0%	10%	0%	34	-21%	9%	4%	-0.4%
C=CCC(NC(=O)Cc1ccccc1)C(=O)NCCC (configuration not stated)	0%	12%	-1%	0%	18%	7%	-7	1%	-11%	24%	0.6%
COc1ccc(NC(=O)CN(c2ccccc2)S(=O)(=O)N(C)C)cc1Cl	-4%	0%	-8%	4%	-23%	u	9	-9%	-3%	14%	0.0%
O=C(COC(=O)CNC(=O)c1ccco1)NCc1ccc(F)cc1	-1%	-1%	2%	4%	-6%	12%	10	-1%	-4%	6%	-0.1%
Cc1ccc2c(c1)N(S(=O)(=O)c1ccc(F)cc1)C(C(C)(C)C)CO2 (configuration not stated)	-2%	4%	x	0%	-19%	8%	-6	3%	0%	-3%	-0.4%
CCN(CC)/C(N)=N/c1nc(C)cc(C)n1	-1%	-6%	-1%	7%	12%	0%	0	-1%	-8%	2%	0.4%
C=CCOc1c(Br)cc(CNn2c(C)n[nH]c2=S)cc1OC	-1%	0%	2%	0%	-15%	-20%	-22	1%	-8%	3%	0.1%
CN1CCN(c2ccc(S(=O)(=O)N3CCOCC3)cc2NC(=O)CC(C)(C)C)CC1	-10%	-2%	-2%	1%	-21%	2%	9	-1%	-1%	21%	0.2%
COc1cccc(C(C(=O)NC2CCCC2)N(CCC(C)C)C(=O)CCC(=O)Nc2cc(C)on2)c1 (configuration not stated)	-2%	2%	-4%	2%	20%	-2%	5	0%	5%	-8%	0.1%
COc1ccc(N2CCN(C(=O)CCNC(=O)c3ccccc3)CC2)cc1	-6%	2%	-4%	3%	-2%	0%	7	-5%	-5%	3%	-0.4%
COc1ccccc1NC(c1cccnc1)c1ccc2cccnc2c1O (configuration not stated)	-1%	-10%	-5%[46.1 µM]	1%	-1%	u	-5	u	-4%	u	3.2%
CN1/C(=C\C=Nc2ccc3ccccc3c2)C(C)(C)c2ccccc21	x	x	x	-2%	11%	u	4	0%	1%	13%	0.5%
CS(=O)(=O)N1CCCC(C(=O)c2cccc(Cl)c2)C1 (configuration not stated)	-1%	x	5%	0%	-2%	u	7	-2%	8%	-5%	-0.8%
COc1cccc(/C=N\NS(=O)(=O)c2ccccc2)c1OC	-6%	6%	1%	0%	1%	-2%	-8	-1%	-1%	12%	-0.1%
COc1ccc(C)cc1S(=O)(=O)N1CCN(S(=O)(=O)c2cc(C(=O)O)ccc2C)CC1	-5%	-4%	3%	3%	2%	3%	-1	1%	0%	10%	0.0%
CCOC(=O)c1sc2ncn(C(CC)C(=O)OC)c(=O)c2c1C (configuration not stated)	-5%	7%	-3%	0%	16%[15.4 µM]	-3%	-2	-2%	14%	-26%	0.3%
COc1ccc(OC)c(NC(=O)COC(=O)/C=C/c2c(C)nn(C3CCS(=O)(=O)C3)c2Cl)c1 (configuration not stated)	-1%	-2%	4%	-1%	15%	u	32	-7%	3%	u	-0.2%
Cc1ccc(-c2ccc(CCC(=O)O)n2CC(=O)O)cc1	-3%	-15%	x	1%	16%	u	5	4%	2%	-5%	-0.4%
O=C(NCCOC12CC3CC(CC(C3)C1)C2)c1cccc(Br)c1	-2%	-7%	x	2%	-7%	5%	-24	-1%	8%	-15%	-0.3%
Cc1ccc2c(c1)C1CN(C)CCC1N2S(=O)(=O)c1cccc(C(F)(F)F)c1 (configuration not stated)	0%	2%	1%	0%	-5%	-1%	18	0%	-8%	17%	-0.1%
O=C(NCc1ccc(F)cc1)C1CCCN(S(=O)(=O)c2cccc3nonc23)C1 (configuration not stated)	1%	1%	-1%	0%	-4%	3%	12	-11%	-3%	3%	0.1%
COCCn1c(SCC(=O)Nc2cccc(S(N)(=O)=O)c2)nc2ccccc21	-2%	7%	-1%	-8%	-6%	5%	3	-2%	-3%	-4%	-0.4%
COc1ccc(C(=O)OC(C(=O)c2ccccc2)c2ccccc2)cc1 (configuration not stated)	-2%	0%	-2%	0%	2%	9%	-2	-1%	7%	-14%	-0.9%
COc1ccccc1-n1c(SCC(=O)Nc2cccc(C)c2)nc2c(c1=O)SCC2	-1%	13%	-2%	-1%	-3%	-1%	-7	0%	4%	-12%	0.4%

Whole records as entered above:
COc1ccc(OC)c(NC(=O)COC(=O)/C=C/c2c(C)nn(C3CCS(=O)(=O)C3)c2Cl)c1 (configuration not stated) reads TSG101-PTAP inh = -1%; uPA surface inh = -2%; TCR activator = 4%; USP2a block = -1%; Eya2 phos inh = 15%; BCR signal inh = u; TSHR antagonist = 32; Tb PFK inh = -7%; Mito fusion yeast = 3%; ELG1 repair inh = u; B2AR arrestin = -0.2%
CCOC(=O)c1sc2ncn(C(CC)C(=O)OC)c(=O)c2c1C (configuration not stated) reads TSG101-PTAP inh = -5%; uPA surface inh = 7%; TCR activator = -3%; USP2a block = 0%; Eya2 phos inh = 16%[15.4 µM]; BCR signal inh = -3%; TSHR antagonist = -2; Tb PFK inh = -2%; Mito fusion yeast = 14%; ELG1 repair inh = -26%; B2AR arrestin = 0.3%
